Screening results (PubChem)
Tat export inh: E. coli Tat export inhibitors, primary screen, MC4100, TorA-mCherry reporter, fluorescence, single point. AID 488895, 2010. inhibition, % at 10 µM. hit rate 0.036% among 340,000;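 active = mean replicate inhibition at least 50% and at least half of replicates individually reaching 50%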;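 note: exported cargo escapes ClpAP degradation while cytoplasmic cargo is degraded and loses fluorescence; 0% = median of neutral control wells and 100% = median of NaSCN control wells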
CAL PDZ FP-1: untagged CAL PDZ binding inhibitors, primary screen, biochemical, fluorescence polarization, HTS; Golgi-associated PDZ and coiled-coil motif-containing protein (Homo sapiens), Q9HD26; purified CAL PDZ, TMR-peptide fluorescence polarization, 1 h; inhibition, % at 24.9 µM; hit rate 0.92% among 300,000; AID 602252, 2012;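 active = mean inhibition of at least 30% with at least half of replicates also reaching 30%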;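 note: 0% = DMSO neutral control and 100% = excess unlabeled competitor peptide PRC23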
dFosB act: activators of delta FosB homodimer, primary screen, biochemical, fluorescence polarization, TAMRA-CDK5 oligo, single point. purified delta FosB; percent of positive-control signal above neutral wells. activation, % at 25 µM. hit rate 0.99% among 340,000. AID 493131, 2011;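 active = mean activation above about 17%, with every replicate also reaching it, limit read from the data, passing the limit was not always enough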;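 note: fluorescence polarization rise as delta FosB binds a TAMRA Cdk5 AP-1 oligo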
CAL PDZ FP-2: CAL PDZ peptide-binding inhibitors, primary screen, biochemical, fluorescence polarization, Cer-tagged CAL PDZ, HTS; Golgi-associated PDZ and coiled-coil motif-containing protein (Homo sapiens), Q9HD26; purified CAL PDZ, TMR-peptide fluorescence polarization, 1 h; inhibition, % at 20 µM; hit rate 0.02% among 330,000; AID 504414, 2011;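 active = highest replicate inhibition of at least 40%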;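 note: plate controls were DMSO neutral control wells for no effect and unlabeled competitor peptide control wells for full effect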
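material = purified tagged CAL PDZ domain construct (CerCALP) | compound dosing = 20 µM, one dose | times = 1 h at RT | measured by = fluorescence polarization from S- and P-plane intensities, G-factor corrected | read-out = inhibition from polarization loss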
MITF TRPM1 HTS: activators of MITF-driven TRPM1 promoter reporter, primary screen, cell-based, SK-MEL-5, luciferase, single point; hit rate 0.75% among 300,000; SK-MEL-5 TRPM1-promoter luciferase, 24 h; % of positive control, neutral wells = 0; activation, % at 12.5 µM; AID 588334, 2011;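 active = mean activation of at least 80% with every replicate also reaching 80%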;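 note: 0% = neutral control wells and 100% = parthenolide positive control wells; values of inactives mirror those of a sister screen read the other way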
V-ATPase pH: regulators of yeast V-ATPase proton pumping, primary screen, pHLuorin cytosolic pH fluorescence. S. cerevisiae. response, % at 10 µM. hit rate 0.37% among 350,000. AID 504577, 2011; in the data active = response mostly above about 7.3%, no sharp cut-off; inactive = mostly below about 5.4%; note: actives read high; inactives centre near 0; some compounds called inactive have numbers as strong as hits; reference of the scale not given here
cardiac RTF act: cardiac RTF calcium sensitivity activators, primary screen, biochemical, IANBD-TnC fluorescence, EC20 calcium. Troponin I, cardiac muscle (Homo sapiens) + Troponin T, cardiac muscle (Homo sapiens) + …. IANBD-labeled TnC RTF fluorescence at EC20 calcium; 0% EC20 calcium, 100% full calcium. activation, % at 7.2 µM. hit rate 0.24% among 340,000. AID 493008, 2010;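 active = activation above the mean over all tested compounds plus 3 SD, cut at about 30% in these data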;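 note: rise in fluorescence read as greater calcium sensitivity of cardiac thin filaments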
Rtt109 HAT inh: inhibitors of C. albicans Rtt109/Vps75 HAT, primary screen, biochemical, ThioGlo CoA-SH fluorescence, plate reader | purified Rtt109/Vps75, 4 h | Histone acetyltransferase RTT109 (Candida albicans (strain SC5314 / ATCC MYA-2876)), … | AID 540336, 2011 | hit rate 0.16% among 330,000 | inhibition, % at 34.9 µM;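 active = inhibition of at least 50% in every replicate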
Target sequence (Q5AAJ8 whole entry, looked up): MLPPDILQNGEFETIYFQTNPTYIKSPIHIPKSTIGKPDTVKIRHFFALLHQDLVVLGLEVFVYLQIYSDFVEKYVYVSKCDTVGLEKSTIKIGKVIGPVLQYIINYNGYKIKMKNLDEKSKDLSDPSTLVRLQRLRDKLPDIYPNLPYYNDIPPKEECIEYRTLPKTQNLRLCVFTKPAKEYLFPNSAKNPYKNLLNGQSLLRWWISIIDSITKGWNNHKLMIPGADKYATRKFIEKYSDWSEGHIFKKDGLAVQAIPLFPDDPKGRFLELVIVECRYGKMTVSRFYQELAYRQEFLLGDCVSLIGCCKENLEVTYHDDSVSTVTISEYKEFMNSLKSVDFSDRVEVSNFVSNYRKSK
CDK5 inh: inhibitors of human CDK5/p35 kinase, primary screen, biochemical, single concentration; Cyclin-dependent kinase 5 (Homo sapiens) + Cyclin-dependent kinase 5 activator 1 (Homo …; Recombinant CDK5/p35, ADP-Glo luminescence, 60 min; inhibition, % at 10 µM; hit rate 0.01% among 330,000; AID 488839, 2010;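 active = highest replicate inhibition of at least 50% and at least 75% of replicates reaching 50%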;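 note: plate controls were DMSO neutral control for no effect and GW8510 at 10 µM for full effect; many of its hits are not listed in these tables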
Target sequence (Q00535 whole entry, looked up): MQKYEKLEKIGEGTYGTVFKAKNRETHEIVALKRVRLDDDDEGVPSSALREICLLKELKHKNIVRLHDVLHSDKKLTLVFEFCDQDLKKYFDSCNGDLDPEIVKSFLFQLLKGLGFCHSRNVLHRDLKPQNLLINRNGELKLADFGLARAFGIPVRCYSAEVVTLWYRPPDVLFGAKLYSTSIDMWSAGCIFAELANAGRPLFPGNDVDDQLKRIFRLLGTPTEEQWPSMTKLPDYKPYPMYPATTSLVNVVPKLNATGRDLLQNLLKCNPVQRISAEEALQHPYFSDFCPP
Target sequence (Q15078 whole entry, looked up): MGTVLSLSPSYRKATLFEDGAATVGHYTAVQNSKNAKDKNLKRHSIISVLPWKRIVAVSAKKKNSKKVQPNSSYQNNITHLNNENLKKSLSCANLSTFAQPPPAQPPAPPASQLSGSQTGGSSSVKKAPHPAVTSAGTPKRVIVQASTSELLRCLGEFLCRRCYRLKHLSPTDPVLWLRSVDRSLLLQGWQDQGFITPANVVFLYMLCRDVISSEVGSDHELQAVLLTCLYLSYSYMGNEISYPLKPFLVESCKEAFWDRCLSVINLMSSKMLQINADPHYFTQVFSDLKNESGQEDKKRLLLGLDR
Wnt bcat act: Wnt/beta-catenin pathway activators, primary screen, cell-based, plate reader, single point | hit rate 1.2% among 300,000 | activation, % at 9.35 µM | Wnt/beta-catenin reporter cell assay, activator; in the data active = activation above about 30%, passing the limit was not always enough;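 note: 0% = neutral control wells and 100% = positive control wells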
* = called active by the depositor.

What do the screens show for `O=C1COc2ccc(-c3csc(=Nc4ccc(OC(F)F)cc4)n3CC3CCCO3)cc2N1` (stereo not given)?
Tat export inh: 15; dFosB act: -11; CAL PDZ FP-2: -0.1; MITF TRPM1 HTS: -17; V-ATPase pH: -1; cardiac RTF act: -3; Rtt109 HAT inh: 10; CDK5 inh: -0.3

What do the screens show for `CC(C)N1C(=S)SC(C)(C)C1n1oc(=O)n(-c2ccc(Cl)c(Cl)c2)c1=O` (stereo not given)?
Tat export inh: -8; CAL PDZ FP-1: 0; dFosB act: 2; CAL PDZ FP-2: -0.5; MITF TRPM1 HTS: -1; V-ATPase pH: 0; cardiac RTF act: -4; Rtt109 HAT inh: -1; CDK5 inh: 1.2; Wnt bcat act: 0

What do the screens show for `Cc1ccc(C)c(N2CCN(C(=O)c3ccc4nsnc4c3)CC2)c1`?
Tat export inh: 9; CAL PDZ FP-1: 0; dFosB act: -2; CAL PDZ FP-2: 0.1; MITF TRPM1 HTS: -4; V-ATPase pH: 1; cardiac RTF act: -5; Rtt109 HAT inh: 9; CDK5 inh: -0.3; Wnt bcat act: -4

Results for Cc1ccc(C)c(NC(=O)C(c2ccccc2)N2CCN(CC(=O)NC3CC3)CC2)c1 (stereo not given) ?
Tat export inh: 2; CAL PDZ FP-1: 1; dFosB act: -11; CAL PDZ FP-2: -3.6; MITF TRPM1 HTS: -17; V-ATPase pH: 2; cardiac RTF act: 2; Rtt109 HAT inh: 1; CDK5 inh: -2.5; Wnt bcat act: -3

What do the screens show for `CCOC(=O)N/N=C/c1cn(Cc2ccc(F)cc2)c2ccccc12`?
Tat export inh: 1; CAL PDZ FP-1: -4; dFosB act: -2; CAL PDZ FP-2: 0.2; MITF TRPM1 HTS: 1; V-ATPase pH: 2; cardiac RTF act: -4; Rtt109 HAT inh: 4; CDK5 inh: -1.2; Wnt bcat act: -3

Results for Cc1ccc(S(=O)(=O)NCC(=O)NCC(=O)N2CCN(c3ncccn3)CC2)cc1C ?
Tat export inh: -2; CAL PDZ FP-1: -5; dFosB act: -7; CAL PDZ FP-2: -0.9; MITF TRPM1 HTS: 8; V-ATPase pH: 2; cardiac RTF act: 4; Rtt109 HAT inh: -2; CDK5 inh: -3.5; Wnt bcat act: 0

What do the screens show for `Cc1ccc(NC2CCCN(C(=O)c3ccoc3C)C2)cc1C` (stereo not given)?
Tat export inh: -5; CAL PDZ FP-1: -7; dFosB act: -5; CAL PDZ FP-2: -2.8; MITF TRPM1 HTS: 6; V-ATPase pH: 0; cardiac RTF act: -1; Rtt109 HAT inh: 3; CDK5 inh: 1.6; Wnt bcat act: -1

What do the screens show for `c1ccc(CCNc2ccc3nncn3n2)cc1`?
Tat export inh: -4; CAL PDZ FP-1: 2; dFosB act: -2; CAL PDZ FP-2: -0.9; MITF TRPM1 HTS: 4; V-ATPase pH: 4; cardiac RTF act: -3; Rtt109 HAT inh: -13; CDK5 inh: 0.8; Wnt bcat act: -2

Results for COc1cccc(NC(=O)CSc2nc(O)c(C)c(=O)n2-c2ccc(C)cc2)c1 ?
Tat export inh: -3; CAL PDZ FP-1: 1; dFosB act: -1; CAL PDZ FP-2: -2.4; MITF TRPM1 HTS: -1; V-ATPase pH: 1; cardiac RTF act: -2; Rtt109 HAT inh: 3; CDK5 inh: -0.9; Wnt bcat act: 0

How did CC(Oc1ccccc1)c1ccnn1S(=O)(=O)c1ccccc1 (stereo not given) do in these assays?
Tat export inh: 4; CAL PDZ FP-1: 1; dFosB act: -4; CAL PDZ FP-2: -0.5; MITF TRPM1 HTS: 2; V-ATPase pH: 4; cardiac RTF act: 3; Rtt109 HAT inh: 5; CDK5 inh: -6.6; Wnt bcat act: 2

How did O=c1[nH]c(SCc2nc3ccccc3n2Cc2ccccc2)nc2ccccc12 do in these assays?
Tat export inh: 17; CAL PDZ FP-1: -5; dFosB act: -4; MITF TRPM1 HTS: -1; V-ATPase pH: 2; cardiac RTF act: -3; Rtt109 HAT inh: 6; CDK5 inh: 0.2

What do the screens show for `CC(=O)Nc1nc2ccc(NC(=O)c3ccco3)cc2s1`?
Tat export inh: -2; CAL PDZ FP-1: -6; dFosB act: 12; MITF TRPM1 HTS: 34; V-ATPase pH: -1; cardiac RTF act: -1; Rtt109 HAT inh: 0; CDK5 inh: 0.4; Wnt bcat act: 0

How did Cc1cccc(Oc2ccc(NS(=O)(=O)c3ccc(C)c(C(=O)O)c3)cc2)c1 do in these assays?
Tat export inh: 3; CAL PDZ FP-1: -1; dFosB act: 5; CAL PDZ FP-2: 0.4; MITF TRPM1 HTS: -7; V-ATPase pH: 0; cardiac RTF act: -1; Rtt109 HAT inh: 12; CDK5 inh: -0.6; Wnt bcat act: 1

What do the screens show for `O=C(OCc1ccccc1F)c1ccc2c(c1)OCCO2`?
Tat export inh: 9; CAL PDZ FP-1: -2; dFosB act: -7; CAL PDZ FP-2: -0.1; MITF TRPM1 HTS: 126*; V-ATPase pH: -5; cardiac RTF act: -10; Rtt109 HAT inh: -14; CDK5 inh: 0.9; Wnt bcat act: 6

What do the screens show for `Cc1cccc(C)c1NC(=O)CN(C)C(=O)CCC(=O)N1CCOCC1`?
Tat export inh: -2; dFosB act: 4; CAL PDZ FP-2: 0.6; MITF TRPM1 HTS: 13; V-ATPase pH: -1; cardiac RTF act: -6; Rtt109 HAT inh: -4; CDK5 inh: 1.5; Wnt bcat act: 5

How did CC(=O)N1CCc2c(sc(NC(=O)Cc3ccc(F)cc3)c2C(N)=O)C1 do in these assays?
Tat export inh: 2; CAL PDZ FP-1: -6; dFosB act: -4; CAL PDZ FP-2: -0.7; MITF TRPM1 HTS: 4; V-ATPase pH: 2; cardiac RTF act: -6; Rtt109 HAT inh: 5; CDK5 inh: 3.9; Wnt bcat act: -2

How did N#CC1=C(N)N2C(=C(C#N)C13CCCC3)Nc1ccccc12 do in these assays?
Tat export inh: -13; dFosB act: -5; CAL PDZ FP-2: -0.3; MITF TRPM1 HTS: 1; V-ATPase pH: 0; cardiac RTF act: 1; Rtt109 HAT inh: 10; CDK5 inh: -2.9; Wnt bcat act: 2

What do the screens show for `CCc1ccccc1NC(=S)N1CCCCCC1`?
Tat export inh: -5; CAL PDZ FP-1: -6; dFosB act: 2; CAL PDZ FP-2: -1.3; MITF TRPM1 HTS: -12; V-ATPase pH: -1; cardiac RTF act: -2; Rtt109 HAT inh: -2; CDK5 inh: -1.2; Wnt bcat act: -3

How did O=C(Nc1ccc(OC(F)(F)C(F)F)c(NC(=O)c2cccc(F)c2)c1)c1cccc(F)c1 do in these assays?
Tat export inh: 6; CAL PDZ FP-1: -4; dFosB act: -3; CAL PDZ FP-2: -1.9; MITF TRPM1 HTS: 30; V-ATPase pH: 9; cardiac RTF act: 1; Rtt109 HAT inh: -8; CDK5 inh: 1.1

What do the screens show for `O=c1cc(O)nc2n1CCCS2`?
Tat export inh: -3; CAL PDZ FP-1: 0; dFosB act: 2; CAL PDZ FP-2: -2.3; MITF TRPM1 HTS: -2; V-ATPase pH: -1; cardiac RTF act: -6; Rtt109 HAT inh: 5; CDK5 inh: -0.7; Wnt bcat act: -5

Results for O=C1c2ccccc2S(=O)(=O)N1CC(O)COc1ccc(Br)cc1 (stereo not given) ?
Tat export inh: 16; CAL PDZ FP-1: -2; dFosB act: -10; CAL PDZ FP-2: -1.3; MITF TRPM1 HTS: 4; V-ATPase pH: -4; cardiac RTF act: -2; Rtt109 HAT inh: 4; CDK5 inh: 0.6; Wnt bcat act: -7

What do the screens show for `O=[N+]([O-])c1ccc(NC(=S)N2CCN(S(=O)(=O)c3ccccc3)CC2)cc1`?
Tat export inh: 1; CAL PDZ FP-1: 2; dFosB act: -7; CAL PDZ FP-2: -2.2; MITF TRPM1 HTS: -12; V-ATPase pH: 2; cardiac RTF act: -4; Rtt109 HAT inh: 2; CDK5 inh: 1.0; Wnt bcat act: -3

What do the screens show for `O=C(OC1CCN(c2ccc([N+](=O)[O-])cc2)CC1)c1ccccc1`?
Tat export inh: -8; CAL PDZ FP-1: 1; dFosB act: -2; CAL PDZ FP-2: 1.6; V-ATPase pH: 3; cardiac RTF act: -1; Rtt109 HAT inh: -9; CDK5 inh: -1.4

How did CC(=O)NC(C(=O)NCC(N)=O)C(C)C (stereo not given) do in these assays?
Tat export inh: -6; CAL PDZ FP-1: -1; dFosB act: -6; CAL PDZ FP-2: 0.2; V-ATPase pH: -1; cardiac RTF act: 0; Rtt109 HAT inh: 7; CDK5 inh: 0.2; Wnt bcat act: -1

Results for O=C(NCCCn1ccnc1)c1cc(-c2ccc(Cl)cc2)nc2ccccc12 ?
Tat export inh: -8; CAL PDZ FP-1: 2; dFosB act: -6; CAL PDZ FP-2: -2.0; MITF TRPM1 HTS: 23; V-ATPase pH: -2; cardiac RTF act: -9; Rtt109 HAT inh: 8; CDK5 inh: 1.2

How did C/C(=N\NS(=O)(=O)c1ccc(Br)cc1)c1cccs1 do in these assays?
Tat export inh: -1; CAL PDZ FP-1: 0; dFosB act: 2; CAL PDZ FP-2: -0.5; MITF TRPM1 HTS: -8; V-ATPase pH: -2; cardiac RTF act: -5; Rtt109 HAT inh: 4; CDK5 inh: -0.5

What do the screens show for `NC(=O)NOCc1ccc(Cl)cc1Cl`?
Tat export inh: -7; CAL PDZ FP-1: 1; dFosB act: 6; CAL PDZ FP-2: 0.4; MITF TRPM1 HTS: 7; V-ATPase pH: -1; cardiac RTF act: 1; Rtt109 HAT inh: -9; CDK5 inh: -2.1; Wnt bcat act: -1

What do the screens show for `COc1ccc(C(=O)Nc2ccnn2C2CCN(C(=O)c3cnsn3)CC2)cc1`?
Tat export inh: -1; CAL PDZ FP-1: -4; dFosB act: -2; CAL PDZ FP-2: -2.5; MITF TRPM1 HTS: 5; V-ATPase pH: -1; cardiac RTF act: 0; Rtt109 HAT inh: 0; CDK5 inh: -0.2; Wnt bcat act: 6

Results for Cn1c(SCc2ccccc2)nnc1-c1ccc(O)cc1 ?
Tat export inh: -1; CAL PDZ FP-1: -1; dFosB act: 0; CAL PDZ FP-2: -0.1; V-ATPase pH: 2; cardiac RTF act: -3; Rtt109 HAT inh: -2; CDK5 inh: 0.2; Wnt bcat act: 22

This is a random part of the collection; about 4.1% have a hit in one of these screens.
